# Assay outcomes (PubChem BioAssay)
# CHRM4 PAM = human M4 muscarinic receptor positive allosteric modulators, primary screen, CHO-K1 cells, Fluo-8 calcium fluorescence. Muscarinic acetylcholine receptor M4 (Homo sapiens), P08173. CHO-K1 hM4/Gqi5, ACh EC20; 0% = ACh EC20, 100% = maximal ACh. activation, % at 3 µM. actives 0.4% (n = 360,000). AID 624126, 2012;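 active = activation above its plate's cutoff, the mean activation of sample wells plus 3 SD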; also: some results filed as inactive read as strong as hits
# PHOSPHO1 block = PubChem AID 1565; actives 1.1% (n = 290,000); recombinant PHOSPHO1, absorbance phosphatase assay; inhibition, % at 13.3 µM; in the data active = inhibition above about 60%
# pCIP destab = p/CIP-EGFP fusion destabilizers, primary screen, fluorescence, F442A cells. AID 1984, 2009. decrease of EGFP signal, % at 10 µM. 16 h. actives 0.01% (n = 290,000). Q05BA5;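 active = EGFP signal decrease of at least 30% at 10 µM or well 3 SD below plate mean, unless failing retest; inactive = the rest, including hits failing retest or dose response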; also: some compounds called inactive have numbers as strong as hits; many of its hits are not listed in these tables
# CRFBP-R2 agonist = agonists of CRF-BP/CRF-R2 complex, primary screen, cell-based, HEK293, calcium dye fluorescence, uHTS; calcium dye fluorescence (FLIPR); percent of saturating CRF peptide response; activation, % at 13.2 µM; actives 0.46% (n = 350,000); AID 588473, 2011;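 active = activation of at least 50%, plus an integration ratio under a set limit after plate pattern correction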;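 also: plate controls were neutral control wells without compound for no effect and CRF at EC100 for full effect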
# MEKK3 PB1 HTS = modulators of MEKK3-MEK5 PB1 binding, primary screen, biochemical, wildtype MEKK3, multiplex bead flow cytometry, Alexa488-MEK5; bead-based flow cytometry, Alexa488-MEK5 binding to MEKK3; actives lie on both sides; 0 = blocked by unlabeled MEK5, 100 = vehicle; actives 1.4% (n = 290,000); binding response (% of control), % at 10 µM; Mitogen-activated protein kinase kinase kinase 3 (Homo sapiens), Q99759;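 active = binding response more than 3 SD above or below the average of its plate-row segment, actives on both sides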;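 also: Alexa488 bead fluorescence after subtracting the streptavidin-only scavenger bead signal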
# CRFBP-R2 block = antagonists of CRF-BP/CRF-R2 complex, primary screen, cell-based, HEK293, calcium dye fluorescence, uHTS; CRF-induced calcium fluorescence; actives 0.59% (n = 350,000); inhibition, % at 11.8 µM; AID 588475, 2011;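 active = inhibition of the ligand-induced calcium signal above about 50% at the single tested concentration, limit read from the data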
# IDE cell inh = human IDE inhibitors in live cells, primary screen, fluorescence polarization, HEK cells, FAbetaB substrate; Insulin-degrading enzyme (Homo sapiens), P14735; FAbetaB cleavage; inhibition, % at 5.59 µM; actives 0.41% (n = 320,000); AID 434962, 2010;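 active = percent inhibition above the average of all tested compounds plus 3 SD, set per screening campaign, cut at about 16% in these data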;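 also: IDE supplied by intact live HEK cells; FP after avidin binding of uncleaved biotin substrate so inhibition keeps polarization high; 0% = DMSO wells and 100% = 60 µM reference IDE inhibitor Ii1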
# Target sequence (P14735 whole entry, looked up): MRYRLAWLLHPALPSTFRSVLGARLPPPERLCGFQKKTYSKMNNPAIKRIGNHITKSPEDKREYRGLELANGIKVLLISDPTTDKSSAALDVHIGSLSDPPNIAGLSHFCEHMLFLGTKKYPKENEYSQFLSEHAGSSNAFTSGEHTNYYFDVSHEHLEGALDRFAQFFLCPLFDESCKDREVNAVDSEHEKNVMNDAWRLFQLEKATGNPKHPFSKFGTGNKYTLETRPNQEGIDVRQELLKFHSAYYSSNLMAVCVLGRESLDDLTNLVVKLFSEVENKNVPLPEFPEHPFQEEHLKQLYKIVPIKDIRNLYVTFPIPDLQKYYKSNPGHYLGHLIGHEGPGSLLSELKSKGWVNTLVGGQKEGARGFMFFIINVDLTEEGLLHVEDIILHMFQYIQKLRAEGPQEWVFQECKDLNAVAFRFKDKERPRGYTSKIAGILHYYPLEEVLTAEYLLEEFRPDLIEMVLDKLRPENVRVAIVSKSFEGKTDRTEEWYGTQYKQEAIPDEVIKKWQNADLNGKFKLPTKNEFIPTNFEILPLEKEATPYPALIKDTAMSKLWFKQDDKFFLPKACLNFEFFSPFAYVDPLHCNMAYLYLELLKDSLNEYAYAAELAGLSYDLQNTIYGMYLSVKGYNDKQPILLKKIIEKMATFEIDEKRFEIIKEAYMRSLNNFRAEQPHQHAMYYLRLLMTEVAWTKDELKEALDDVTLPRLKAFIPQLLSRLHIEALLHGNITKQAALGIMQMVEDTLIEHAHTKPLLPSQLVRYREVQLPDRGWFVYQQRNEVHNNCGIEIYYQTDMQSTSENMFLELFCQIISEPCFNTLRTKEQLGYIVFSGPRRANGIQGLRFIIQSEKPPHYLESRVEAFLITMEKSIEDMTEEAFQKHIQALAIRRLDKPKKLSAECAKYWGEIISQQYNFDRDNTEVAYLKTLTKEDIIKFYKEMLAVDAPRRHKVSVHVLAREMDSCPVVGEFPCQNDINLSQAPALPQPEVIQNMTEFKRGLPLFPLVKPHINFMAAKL
# GalR3 antag = GalR3 antagonists in HEK293 cells, primary screen, cell-based, fluorescence readout; actives 0.44% (n = 360,000); HEK293 GalR3-CNG cAMP membrane potential fluorescence; galR3 body fused to GalR1 C-terminus; inhibition, % at 3 µM; Galanin receptor type 3 (Homo sapiens), O60755;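 active = inhibition above the screen-wide average plus 3 SD, cut at about 13% in these data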;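 also: forskolin and galanin both at EC90 stimulate the cells; cAMP rise reported by CNG channel membrane potential dye signal; 0% = forskolin plus galanin with DMSO and 100% = forskolin alone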
# IDE cell activ = human IDE activators in live cells, primary screen, fluorescence polarization, HEK cells, FAbeta-B substrate; Insulin-degrading enzyme (Homo sapiens), P14735; FAbeta-B cleavage; 0% vehicle, 100% cell-free pure enzyme wells; activation, % at 5.96 µM; actives 0.073% (n = 340,000); AID 493087, 2011;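 active = activation above the mean of all tested compounds plus 3 SD, set per screening campaign, cut at about 17% in these data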
# * hit, by the source's call; nt = no result given; & = joins results of further samples.
# Value order: CHRM4 PAM	PHOSPHO1 block	pCIP destab	CRFBP-R2 agonist	MEKK3 PB1 HTS	CRFBP-R2 block	IDE cell inh	GalR3 antag	IDE cell activ
CCOc1ccc(NC(=O)CC(Cc2cc(C)cc(C)c2)C(=O)O)cc1 (configuration not stated)
 : -4.2	47.9	-14.0	-0.6	96.0	1.1	nt	-5.8	4.2
Cc1ccc(NC(=O)c2ccc(S(=O)(=O)N3CCCCC3)cc2)nc1
 : -1.5	nt	nt	0.2	nt	9.9	0.5	-2.2	-3.0
CSc1c(C#N)sc(=S)n1-c1ccc(C)cc1
 : -4.0	28.2	-20.5	1.8	86.0	55.8*	0.8	-4.5	-0.4
CCOC(=O)c1c(NC(=O)CC2Sc3ccc(C(F)(F)F)cc3NC2=O)sc(C)c1C (configuration not stated)
 : 5.9	-2.4	-1.2	-3.3	103.0	-44.2	-2.5	-2.8	0.7
Cc1ccc2nc(SCC(=O)Nc3cccc([N+](=O)[O-])c3)[nH]c2c1
 : -1.5	20.2	2.1	0.7	99.0	-4.8	2.1	-6.0	0.3
CCOC(=O)[C@H]1[C@H]2COc3ccc(Cl)cc3[C@@H]2N2C(=O)[C@@H](CO)NC(=O)[C@@]12C
 : 11.7	nt	nt	2.1	nt	1.0	3.2	-4.3	0.9
O=C(/C=C/c1ccc([N+](=O)[O-])cc1)OCC(=O)N1CCOCC1
 : 2.7	nt	nt	-2.1	nt	-3.1	-2.4	-2.3	4.5
CCOC(=O)NCc1ccc(S(=O)(=O)Nc2ccc(C)cc2)cc1
 : -5.7	-29.1	14.1	0.3	86.0	-7.8	3.3	-3.2	0.7
COc1ccc(CCN=C(N)NS(=O)(=O)c2ccccc2)cc1
 : 3.7	-16.3	-17.6	-1.1	101.0	-13.3	-0.3	7.7	8.4
CC(C)NC(=O)c1ccc(-c2cccc(C(F)(F)F)c2)o1
 : 7.8	33.9	-11.3	-0.9	96.0	-9.6	1.6	-5.7	5.8
COC(=O)[C@H](C)NC(=O)Nc1ccc(Oc2ccccc2)cc1
 : 5.0	16.3	-18.2	-3.2	101.0	16.4	-0.7	-4.5	2.6
Cc1oc(-c2cccc(Cl)c2)nc1CSc1nc2c(c(=O)[nH]1)CCC2
 : 2.3	-40.7	-33.0	-0.7	107.0	6.5	-2.9	nt	0.8
CC1=C/C(=C(/c2ccc(O)c(C)c2)c2ccccc2S(=O)(=O)O)C=CC1=O
 : -3.7	nt	nt	0.4	nt	-1.8	1.2	-3.5	-0.2
CC(=O)N/C(=C/c1ccc(OS(=O)(=O)c2ccc(C)cc2)cc1)C(=O)NCCCO
 : -3.9	-14.7	-5.8	1.0	99.0	-1.8	5.3	6.7	nt
CC1=CC(C)C2C(=O)N(CCC[N+](C)(C)C)C(=O)C2C1 (configuration not stated)
 : 7.9	93.5*	-12.0	0.7	98.0	2.6	2.1	-0.6	3.5
COc1ccc(NC(=S)NC2CC3CCCC(C2)N3C2CC2)cc1 (configuration not stated)
 : -5.8	37.0	3.7	1.5	135.0*	-2.4	4.5	-4.4	2.4
O=C1c2ccccc2S(=O)(=O)N1CC(O)Cn1ccc2ccccc21 (configuration not stated)
 : -1.3	-7.4	-13.3	2.7	97.0	6.7	-10.0	-4.6	10.6
CCOc1ccc(NC(=O)CSc2ccc3nnc(-c4ccccn4)n3n2)cc1
 : 5.5	27.6	-6.3	1.4	96.0	-8.5	2.8	-1.2	-0.6
CCCc1cc(=O)[nH]c(SCC(=O)NC2CCCCCCC2)n1
 : 2.6	nt	nt	-2.3	nt	-5.9	13.7	2.0	-5.0
COc1ccc(N=C(N(C)C)P(=O)(N(C)C)N(C)C)cc1
 : 2.6&-1.3	18.5	5.9	2.4&-2.1	100.0	-6.9&-8.8	4.1	-2.1&-0.8	1.0&6.6

# Remaining list, next part:
# Value order: CHRM4 PAM	PHOSPHO1 block	pCIP destab	CRFBP-R2 agonist	MEKK3 PB1 HTS	CRFBP-R2 block	IDE cell inh	GalR3 antag	IDE cell activ
CS(=O)(=O)c1ccc(Cl)c(NC(=O)COC(=O)CNC(=O)c2ccc3ccccc3c2)c1
 : 10.6	nt	nt	0.5	nt	0.9	-0.2	-5.1	-4.0
COc1c(S(=O)(=O)n2nc(C)cc2C)ccc(Cl)c1Cl
 : -2.3	2.2	-7.4	-0.1	93.0	-3.3	0.7	-3.1	4.3
CC(=O)c1sc(-c2cccc(Cl)c2)nc1C
 : -3.7	-7.7	-4.1	-3.6	101.0	9.8	3.6	-6.2	2.0
CCOP(=O)(OCC)C(NC(=O)c1cccs1)C(F)(F)F (configuration not stated)
 : 1.5	32.2	-14.6	0.7	100.0	0.7	-2.6	3.6	5.0
O=C(O)Cn1c2c(c3ccccc31)CCCC2
 : 16.3	-1.6	-2.8	3.9	93.0	-21.9	3.6	5.4	5.6
Cc1c(C(=O)/C=C/c2cccs2)oc2ccc(F)cc12
 : 2.0	6.4	-1.4	0.8	100.0	-10.1	2.2	-1.8	-0.7
O=C(CSC(=S)N1CCOCC1)N1N=CCC1c1ccccc1 (configuration not stated)
 : -1.2	5.0	6.8	6.5	101.0	5.8	-1.3	-4.8	7.3
O=C(Nc1ccc(NC(=O)c2cccs2)cc1)c1ccc2ccccc2c1
 : -0.4	-34.8	-1.3	-1.4	103.0	5.0	0.8	-8.2	1.5
Cc1nc2ccc(NC(=O)CS(=O)(=O)c3ccc(F)cc3)cc2s1
 : 2.3	nt	nt	0.7	nt	-7.2	0.2	-3.9	7.2
CCC(Oc1ccccc1OC)C(=O)Nc1ccc2c(c1)OCCO2 (configuration not stated)
 : 2.1	3.6	-11.6	0.1	105.0	4.5	1.8	-10.5	2.5
O=C(O)CCc1ccc(-c2ccc(Br)cc2)n1-c1cccc(O)c1
 : 3.9	21.6	-9.3	0.8	94.0	19.1	-2.8	-2.3	-0.5
COC(=O)c1ccc(NC(=S)N2CCN(Cc3cccc(C)c3)CC2)cc1
 : 2.0	15.3	-0.2	-1.4	71.0	-23.6	-8.3	-0.8	-1.5
CCOc1ccc(C(=O)NC2CCN(S(=O)(=O)c3ccccc3)CC2)cc1
 : -2.3	39.0	4.2	-0.6	104.0	-6.7	5.3	-7.8	4.8
CC(C)CN(C1CCS(=O)(=O)C1)S(=O)(=O)c1ccc2ccccc2c1 (configuration not stated)
 : 3.0	nt	nt	1.2	nt	0.8	-3.5	-5.6	6.4
N#CCCN1CCN(CCC#N)CC1
 : 7.2	-42.5	-4.0	-1.2	105.0	-0.6	0.6	-5.1	1.8
Cc1cc(Br)cc(C)c1OCCCCN(C)C
 : 7.3	22.4	-5.3	-0.6	103.0	-3.5	5.0	-4.8	-5.3
Cc1cc(C)n2nc(SCC(=O)N(C)C)nc2n1
 : 8.7	15.5	0.5	-0.2	105.0	-5.8	3.8	1.8	2.6
Cc1ccsc1/C=N/Nc1nc(Cl)c(Cl)cc1Cl
 : -5.8	38.2	7.5	-0.1	93.0	-10.4	7.8	-5.5	3.7
Cc1ccc(Nc2nc(NCc3ccco3)c3ccccc3n2)cc1
 : -8.7	-0.6	-8.4	7.3	107.0	-15.0	0.2	-10.8	6.1
COCCn1c(N)c(N(Cc2ccccc2)C(=O)C2CCCCC2)c(=O)[nH]c1=O
 : 0.6	12.2	1.2	2.2	98.0	9.7	0.7	0.0	4.0

# (cont.)
# Value order: CHRM4 PAM	PHOSPHO1 block	pCIP destab	CRFBP-R2 agonist	MEKK3 PB1 HTS	CRFBP-R2 block	IDE cell inh	GalR3 antag	IDE cell activ
CCCCc1c(C)nc(N)[nH]c1=O
 : 1.1	-9.1	-14.6	0.3	99.0	2.6	-1.4	-1.1	1.6
O=c1[nH]nc(-c2ccc[nH]2)[nH]1
 : 8.2	nt	nt	1.2	nt	-17.3	nt	-6.1	nt
CCCN1CCN(C(=O)c2ccc(CS(=O)c3ccc(F)cc3)o2)CC1 (configuration not stated)
 : 0.3	10.0	-12.4	-2.9	103.0	4.8	0.0	0.4	2.2
O=C(OCC(=O)N1CCOCC1)c1cc(S(=O)(=O)N2CCOCC2)c(Cl)cc1Cl
 : 8.4	nt	nt	-1.1	nt	-2.0	0.5	-7.7	2.7
Cc1nonc1NC(=O)OC1CCCCC1
 : 2.7	-119.1	-0.6	0.1	102.0	-19.5	-4.2	-4.3	5.9
CCOC(=O)C1CCCN(C(=S)NC2CCCC2)C1 (configuration not stated)
 : 6.2	21.5	11.8	-0.1	100.0	-1.0	-1.3	-2.3	-2.1
COc1cc(C#N)ccc1OC(=O)C1CCN(C(=O)c2ccc(F)cc2)CC1
 : 11.9	nt	nt	-2.2	nt	14.1	4.0	-2.0	0.6
CNCC(O)c1ccc(O)c(O)c1 (configuration not stated)
 : 9.7	nt	nt	5.6	nt	-52.3	-1.6	-5.1	7.5
C=C(C)Cn1c(CCn2c3ccccc3c3ccccc32)n[nH]c1=S
 : -0.1	-12.0	-6.8	-0.3	134.0*	-57.0	1.1	-3.5	-6.7
CCn1nc(C)c(NC(=O)CCCSc2nc(-c3ccco3)cc(C(F)(F)F)n2)c1C
 : 8.6	21.5	-13.3	0.9	106.0	3.3	-4.9	-0.9	6.5
Cc1c(CN2CCC(Oc3ccc(C(=O)N4CCCCC4)cc3)CC2)cnn1C
 : -4.5	36.6	-8.6	-1.1	102.0	-5.1	-5.2	-0.3	2.3
Cc1cc(C)nc(N/N=C/c2cn[nH]c2-c2ccc(F)cc2)n1
 : 0.4	55.7	-3.1	-2.2	102.0	4.3	-0.2	-3.5	1.1
COc1ccc(N(C2CSC2)S(=O)(=O)c2ccccc2)cc1
 : -1.6	33.7	-3.6	-2.6	104.0	43.2	5.5	-0.3	2.1
CCC(C(=O)NN1C(=O)c2ccccc2C1=O)c1ccccc1 (configuration not stated)
 : 0.6	33.9	-5.6	-4.1	103.0	-3.7	-5.1	2.1	-0.6
CN(Cc1cccnc1)Cc1cn[nH]c1-c1ccc(-c2ccccc2)cc1
 : 1.7	23.7	1.6	7.8	103.0	-3.5	4.0	-6.7	2.1
CCOc1ncccc1C(=O)OCC(=O)Nc1cc(S(=O)(=O)N2CCOCC2)ccc1Cl
 : -7.5	-4.5	-0.7	0.2	107.0	-3.1	-1.7	-1.3	-2.0
COc1ccccc1OCC(=O)NC1CCCc2ccccc21 (configuration not stated)
 : 6.9	32.3	-7.5	-4.3	102.0	2.7	1.4	-12.9	3.0
CCO[C@@H]1OC(C(N)=O)=C[C@H](C2CC2)[C@H]1CCCO
 : -0.9	nt	nt	0.1	98.0	-3.5	-0.3	-1.1	2.3
CCNc1nc(NC(C)CC)nc(Oc2ccc(OCC)nn2)n1 (configuration not stated)
 : -5.5	17.9	-3.7	-0.9	92.0	-2.6	0.9	-1.8	3.1
CC(=O)CC(c1ccccc1)S(=O)(=O)c1ccc(C)cc1 (configuration not stated)
 : 6.0	44.0	-11.3	-0.6	102.0	3.7	2.4	-7.0	5.4
Cc1ccc(NC(NC(=O)Cc2ccccc2)C(Cl)(Cl)Cl)cc1 (configuration not stated)
 : -1.7	12.2	-1.3	-1.6	107.0	-28.5	nt	-6.7	0.9
